# OXTR ag – human OXTR agonists, primary screen, fluorescence, CHO-OTR cells, Fluo-8 calcium; 0.32% of 320,000 active; Fluo-8 calcium fluorescence; normalized: DMSO 0%, oxytocin 100%; activation, % at 3 µM;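 active = activation above the mean of all tested compounds plus 3 SD, cutoff set per screening run, cut at about 20% in these data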;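 note: peak over basal fluorescence ratio from a 100 s FLIPR kinetic read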
# Target sequence (P30559 whole entry, looked up): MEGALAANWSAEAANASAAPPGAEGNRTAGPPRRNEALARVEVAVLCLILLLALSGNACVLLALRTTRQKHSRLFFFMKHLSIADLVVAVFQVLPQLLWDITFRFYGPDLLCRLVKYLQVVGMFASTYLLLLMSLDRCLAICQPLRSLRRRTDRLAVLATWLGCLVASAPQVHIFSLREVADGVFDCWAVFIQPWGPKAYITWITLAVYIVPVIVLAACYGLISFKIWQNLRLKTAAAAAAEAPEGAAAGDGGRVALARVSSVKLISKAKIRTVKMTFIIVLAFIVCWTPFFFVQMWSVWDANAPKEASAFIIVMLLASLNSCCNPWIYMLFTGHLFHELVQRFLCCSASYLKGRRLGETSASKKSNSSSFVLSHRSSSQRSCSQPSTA
# GPR7 antagonist – GPR7 receptor antagonists, primary screen, cell-based, fluorescence, single concentration; AID 1861, 2009; GPR7-expressing cells, fluorescence antagonist assay; 1.1% of 290,000 active; inhibition, % at 4.4 µM; in the data active = inhibition above about 16%, passing the limit was not always enough;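 note: cells stimulated with the agonist NPW; 0% = agonist with vehicle and 100% = vehicle without agonist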
# Target sequence (P48145 whole entry, looked up): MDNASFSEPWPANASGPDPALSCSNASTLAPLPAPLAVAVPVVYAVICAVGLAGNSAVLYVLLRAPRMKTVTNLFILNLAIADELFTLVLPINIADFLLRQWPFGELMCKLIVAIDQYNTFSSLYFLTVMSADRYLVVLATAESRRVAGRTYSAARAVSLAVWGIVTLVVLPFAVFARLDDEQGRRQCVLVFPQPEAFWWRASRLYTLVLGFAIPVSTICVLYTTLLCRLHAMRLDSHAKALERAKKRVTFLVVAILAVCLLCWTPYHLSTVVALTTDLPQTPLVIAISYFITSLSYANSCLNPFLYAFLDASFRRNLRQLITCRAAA
# GalR3 antagonist – GalR3 antagonists in HEK293 cells, primary screen, cell-based, fluorescence readout. AID 651719, 2012. inhibition, % at 3 µM. 0.44% of 360,000 active. HEK293 GalR3-CNG cAMP membrane potential fluorescence; galR3 body fused to GalR1 C-terminus. Galanin receptor type 3 (Homo sapiens), O60755;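 active = inhibition above the screen-wide average plus 3 SD, cut at about 13% in these data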;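 note: forskolin and galanin both at EC90 stimulate the cells; cAMP rise reported by CNG channel membrane potential dye signal; 0% = forskolin plus galanin with DMSO and 100% = forskolin alone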
# Target sequence (O60755 1-299 limits assumed): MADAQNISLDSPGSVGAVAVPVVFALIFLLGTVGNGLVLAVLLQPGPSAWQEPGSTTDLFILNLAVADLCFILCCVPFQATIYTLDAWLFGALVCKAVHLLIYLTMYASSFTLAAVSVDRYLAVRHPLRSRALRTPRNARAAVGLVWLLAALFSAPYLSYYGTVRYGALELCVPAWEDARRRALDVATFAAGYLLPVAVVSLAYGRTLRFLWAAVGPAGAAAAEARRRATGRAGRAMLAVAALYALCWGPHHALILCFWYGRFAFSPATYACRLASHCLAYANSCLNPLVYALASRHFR
# V1aR counter – agonists of human V1a receptor, primary screen, counter-screen for OXTR agonist project, fluorescence, CHO-V1R cells; Vasopressin V1a receptor (Homo sapiens), P37288; Fluo-8 calcium fluorescence, agonist mode; 0% DMSO, 100% 3 nM vasopressin; activation, % at 3 µM; 0.25% of 320,000 active; AID 2797, 2010;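 active = activation above the mean activation of all tested compounds plus 3 SD, per screening run, cut at about 20% in these data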;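 note: signal is peak over basal fluorescence ratio across a 100 second FLIPR read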
# NALP1 inh – NALP1 inflammasome inhibitors in reconstituted yeast, colorimetric, S. cerevisiae, triplicate retest; S. cerevisiae NALP1/ASC/caspase-1 growth, X-gal OD620, 72 h; inhibition, % at 10 µM; 0.61% of 280,000 active; AID 2071, 2009; in the data active = inhibition mostly above about 24%, no sharp cut-off; inactive = mostly below about 32%; note: some compounds called inactive have numbers as strong as hits
# PHOSPHO1 inh – PubChem AID 1565. Phosphoethanolamine/phosphocholine phosphatase (Homo sapiens), Q8TCT1. recombinant PHOSPHO1, absorbance phosphatase assay. inhibition, % at 13.3 µM. 1.1% of 290,000 active; in the data active = inhibition above about 60%
# MEKK2wt PB1 HTS – modulators of MEK5 binding to wildtype MEKK2, primary screen, biochemical, multiplex bead flow cytometry, Alexa488-MEK5; Alexa488-MEK5 binding to MEKK2 WT; actives lie on both sides; binding response (% of control), % at 10 µM; 1.1% of 290,000 active; in the data active = binding response below about 67% or above about 130%
# MEKK2 mut-MEK5 – MEK5 binding signal on mutant MEKK2 PB1, primary screen, biochemical, multiplex bead flow cytometry, Alexa488-MEK5; 0.35% of 290,000 active; percent response, % at 10 µM; Alexa488-MEK5 binding to MEKK2 mutant; in the data active = percent response above about 24%, passing the limit was not always enough; note: inactives centre near 1; some results filed as inactive read as strong as hits; reference of the scale not given here
# MEKK3 PB1 HTS – modulators of MEKK3-MEK5 PB1 binding, primary screen, biochemical, wildtype MEKK3, multiplex bead flow cytometry, Alexa488-MEK5; bead-based flow cytometry, Alexa488-MEK5 binding to MEKK3; actives lie on both sides; 0 = blocked by unlabeled MEK5, 100 = vehicle; binding response (% of control), % at 10 µM; 1.4% of 290,000 active; AID 1529, 2009;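 active = binding response more than 3 SD above or below the average of its plate-row segment, actives on both sides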;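 note: Alexa488 bead fluorescence after subtracting the streptavidin-only scavenger bead signal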
# * marks the source's active call; other numbers are inactive results; · = not tested or not shown. Hits appear at their usual frequency; overall some 5.4% were active at least once.
SMILES,OXTR ag,GPR7 antagonist,GalR3 antagonist,V1aR counter,NALP1 inh,PHOSPHO1 inh,MEKK2wt PB1 HTS,MEKK2 mut-MEK5,MEKK3 PB1 HTS
Cc1cccc(C)c1-n1c(C)nn(CC2CC2)c1=O,-0.1,-1,0,0.4,-4,26,88,-7,96
CN(C)S(=O)(=O)c1cccc(-c2nn(-c3ccccc3)cc2/C=C(\C#N)c2nc3ccccc3[nH]2)c1,-0.5,10,-9,0.4,-9,-9,97,-2,102
CCN(CC)CCOC(=O)c1cccc(Cl)c1,1.5,-1,-3,-0.1,6,-10,105,5,104
O=C(Nc1ccc2c(c1)OCCO2)c1ccoc1,-0.7,-10,0,0.8,·,-84,103,3,107
CC1Cc2ccccc2N1C(=O)C1CCCN1S(=O)(=O)c1ccc(Cl)cc1 (configuration not stated),-0.6,9,-8,0.0,11,-20,103,2,105
CCOC(=O)c1c(NC(=O)c2ccccc2C(=O)O)sc2c1CCC2,-1.6,-14,-6,0.2,-10,19,103,18,104
CC(C)Oc1ccc(C(=O)NC(C)(C)CO)cc1,-0.2,-9,-6,1.0,16,1,100,0,97
Cc1ccc(Cl)cc1NC(=O)Cn1cc2c(n1)CCCC2,-1.9,13,-1,-0.5,4,-7,96,-1,99
O=S1(=O)CCN(Cc2ccccc2C(F)(F)F)CC1,0.5,-17,0,0.0,-5,37,93,-5,97
CCOC(=O)c1n[nH]c2ccccc12,-0.4,2,-1,-0.1,5,2,·,·,·
C[C@H](NC(=O)C1(c2ccccc2)CCN(C(=O)OC(C)(C)C)CC1)C(=O)N[C@@H](C(=O)O)c1ccccc1,0.7,17,-7,0.4,8,29,96,-2,94
Cc1cc(OCC(=O)N2CCc3ccccc3C2)c2c(-c3ccccc3)cc(=O)oc2c1,-0.5,1,-3,0.8,6,10,106,5,105
c1ccc(CCn2nnnc2CN2CCc3ccccc32)cc1,-0.6,6,-2,0.7,-16,6,99,4,98
CC(C)(C)OC(=O)N1CCC(CNC(=O)c2ccccc2)CC1,-1.0,1,-4,-1.7,·,3,100,4,102
Cc1ccc(NC(=S)NCC2CCCO2)c(OC(F)F)c1 (configuration not stated),-1.6,-5,-7,0.0,18,-9,111,19,105
COc1cccc(CN=CC2=C(O)CC(C)(C)CC2=O)c1OC,-1.2,-1,0,0.3,-16,14,94,-7,88
O=C(CSc1nnc(-c2ccncc2)n1CC1CCCO1)NCc1ccccc1 (configuration not stated),0.1,-14,-3,-0.4,14,-13,96,0,100
COCCN1C(=O)C(=O)/C(=C(/O)c2ccc(S(=O)(=O)N3CCCCC3)cc2)C1c1ccc(O)c(OC)c1 (configuration not stated),1.8,0,-2,-0.2,21,20,98,-9,93
Cn1c(=O)n(C)c2cc(S(=O)(=O)NCCc3ccccc3)ccc21,8.4,2,-4,7.8,15,0,105,5,104
O=C(CNC(=S)N(CCCN1CCOCC1)Cc1cccs1)N1CCCCCC1,-1.0,-6,-1,1.1,0,40,111,0,115
O=C(Nc1ccc(S(=O)(=O)Nc2nccs2)cc1)c1cc(-c2ccccc2)nc2ccccc12,-0.4,-1,-9,1.4,26,1,102,6,106
Cc1cc(C(=O)Nc2ccccn2)no1,1.1,-13,1,-0.1,14,7,105,4,106
Cn1c(=O)[nH]c(=O)c2c1nc(Br)n2CCCCSc1nc2ccccc2o1,4.1,4,0,4.2,-4,-8,103,1,103
CC(=O)c1cc2c(ccc3ccccc32)oc1=O,·,-18,-9,·,-15,29,111,5,109
O=S(=O)(Cc1ccccc1)NCC1CCCN(Cc2ccc(F)c(F)c2)C1 (configuration not stated),-0.4,-6,0,-0.1,-9,14,95,-8,85
COc1ccccc1NC(=O)C1=C(C)NC(=O)NC1c1ccccc1[N+](=O)[O-] (configuration not stated),-0.8,-16,2,0.2,10,-6,102,-1,109
Cc1cc(S(=O)(=O)N(Cc2ccccc2F)C2CC2)ccc1-n1cnnn1,2.7,4,-4,0.8,10,48,100,1,105
CC(=O)CC1(O)C(=O)N(Cc2ccccc2)c2ccccc21 (configuration not stated),0.2,-3,-3,1.6,-7,20,95,1,95
N#CCCN(Cc1ccccc1)C(=O)Nc1ccccc1,-1.1,-12,-1,0.5,-10,-4,96,-16,89
O=C(O)/C=C/C(=O)Nc1ccccc1SC(F)(F)F,1.5,-9,-7,0.4,24,-5,106,12,104
NC(=O)/C(=C/c1ccco1)NC(=O)/C=C/c1ccccc1,0.8,-10,-5,0.9,30,7,81,-3,84
COc1ccccc1/C=C/C1(C(=O)NC2CCCC2)CC(=O)N1c1ccc(C)cc1 (configuration not stated),-2.1,-7,-6,0.4,-6,-16,97,-3,106
COc1cccc(Nc2ncnc3c2cnn3C)c1,-0.7,-8,-9,-1.2,1,16,104,6,103
COc1ccc(OC)c(NS(=O)(=O)c2ccc(SC)cc2)c1,0.6,5,-5,0.3,5,-1,97,-2,93
Cc1nc2c(C)cccc2cc1C(=O)N/N=C/c1ccc(N(C)C)cc1,-0.9,-7,-9,-0.8,15,-34,97,0,101
COc1cccc(=O)c2c(C)n(CC(=O)c3ccccc3)c(C)c12,0.6,6,0,-0.2,4,12,92,-46,97
O=C1CC(Nc2cc(=O)[nH]c(=O)[nH]2)C(=O)N1c1ccccc1Cl (configuration not stated),0.8,-1,1,0.1,·,8,96,-29,85
O=C(CSCc1ccc(Cl)cc1Cl)Nc1ccccc1C(=O)Nc1ccc(C(=O)O)cc1,0.6,-8,-4,0.1,1,4,88,-13,94
COc1ccc(CCNC(=O)/C=C/c2cc(OC)c(OC)c(OC)c2)cc1OC,-0.9,-4,-2,0.3,-2,2,100,2,106
CCOc1ccccc1N1CCN(C(=O)c2ccccc2)CC1,-2.0,-7,-2,-0.2,14,6,101,0,101
COc1ccc(NC(=O)C2CCCC2)cn1,0.9,-2,-9,0.1,-10,5,·,·,·
CCCCOc1ccc(C(=O)Nn2cnnc2)cc1,1.1,-11,-5,0.9,-2,9,106,7,109
C/C(Cl)=C/Cn1c(SC(C)C)nc2c1c(=O)[nH]c(=O)n2C,-1.0,-18,·,-0.3,24,-23,94,-6,89
CCC(=O)c1cn([C@@H](CCC(OC)OC)CC(=O)OC(C)(C)C)cc1CC,-1.2,·,-5,-1.2,·,·,98,-4,99
CS(=O)(=O)N(CC(=O)N1CCOCC1)c1ccc2c(c1)OCO2,0.8,-3,-1,1.1,1,7,104,7,106
COCCCNCCCOc1ccc(C(C)(C)c2ccccc2)cc1,7.3,1,-9,6.1,45,-4,99,-1,94
CCCN(CCC)S(=O)(=O)c1ccc(C(=O)Nc2cccnc2)cc1,2.1,-6,-2,1.0,0,·,100,-1,103
c1ccc(COCC2CCNCC2)cc1,-0.3,-12,-10,1.3,2,·,98,1,92
Cc1cc(C)n(CC(O)Cn2cnc3c2c(=O)n(C)c(=O)n3C)n1 (configuration not stated),-0.1,-4,-2,0.8,-78,14,97,4,58
CNC(=S)N=Nc1c(O)[nH]c2ccc(C(C)C)cc12,-2.4,-13,-2,-0.8,10,-4,112,23,105

# Overlap with the part before: 2 compounds, then new ones.
SMILES,OXTR ag,GPR7 antagonist,GalR3 antagonist,V1aR counter,NALP1 inh,PHOSPHO1 inh,MEKK2wt PB1 HTS,MEKK2 mut-MEK5,MEKK3 PB1 HTS
Cc1cc(C)n(CC(O)Cn2cnc3c2c(=O)n(C)c(=O)n3C)n1 (configuration not stated),-0.1,-4,-2,0.8,-78,14,97,4,58
CNC(=S)N=Nc1c(O)[nH]c2ccc(C(C)C)cc12,-2.4,-13,-2,-0.8,10,-4,112,23,105
CN1C(=S)SC(C)(C)C1NO (configuration not stated),0.6,-8,-4,0.5,14,2,111,7,109
Cc1ccccc1OCc1nc2ccccc2c(=O)n1/N=C/c1cccc([N+](=O)[O-])c1,-0.6,-7,-1,4.8,11,0,102,1,101
O=C(CCS(=O)(=O)c1ccccc1)N1CCN(c2ccccc2)CC1,0.5,-8,-2,0.3,4,32,102,5,103
Cc1ccc(CCNC(=O)Cn2ncc3c([nH]c4ccccc43)c2=O)cc1,-0.2,3,0,0.3,12,12,96,2,96
CC1C(c2ccccc2)N(C)C(c2ccccc2)CC1(O)c1ccc(F)cc1 (configuration not stated),-2.3,-11,-7,-0.6,23,-17,133,9,104
CCC(=O)N1CCN(c2ccc(NC(=O)c3cccs3)cc2)CC1,1.3,-13,-4,-0.3,-22,0,103,6,104
CNC(=S)NCCCc1ccccc1,-0.3,-7,1,0.8,16,23,104,0,105
CCN1CCN(CC(=O)Nc2cc(C)on2)CC1,-0.5,-5,-6,0.5,-3,-25,101,1,103
COC(=O)CNc1nc(-c2cccnc2)nc2ccccc12,-0.1,-2,1,0.5,6,8,109,7,104
COc1cc(=O)[nH]c(SCC(=O)Nc2nc3c(s2)CCCC3)n1,-0.3,1,-7,0.5,7,35,109,8,105

# Complete entries, quoted from the list. Values in the order: OXTR ag | GPR7 antagonist | GalR3 antagonist | V1aR counter | NALP1 inh | PHOSPHO1 inh | MEKK2wt PB1 HTS | MEKK2 mut-MEK5 | MEKK3 PB1 HTS
# O=C(CCS(=O)(=O)c1ccccc1)N1CCN(c2ccccc2)CC1 across the screens: 0.5 | -8 | -2 | 0.3 | 4 | 32 | 102 | 5 | 103
# COc1cc(=O)[nH]c(SCC(=O)Nc2nc3c(s2)CCCC3)n1 across the screens: -0.3 | 1 | -7 | 0.5 | 7 | 35 | 109 | 8 | 105

# (continued)
SMILES,OXTR ag,GPR7 antagonist,GalR3 antagonist,V1aR counter,NALP1 inh,PHOSPHO1 inh,MEKK2wt PB1 HTS,MEKK2 mut-MEK5,MEKK3 PB1 HTS
Cc1c(Cl)cccc1NC(=O)CCC(=O)NNC(=O)c1ccccc1,-1.7,-5,2,-0.1,21,-2,100,-1,104
COc1cc(OC)c(C(=O)Oc2ccc3c(c2)OCO3)cc1OC,-0.6,-8,-3,-0.4,22,16,99,2,97
CCOC(=O)c1c(NC(=O)CCS(=O)(=O)c2ccccc2)sc2c1CC(C)(C)NC2(C)C,0.8,-7,-2,0.0,8,13,104,1,102
C=CCn1c(-c2ccccc2)nc(=S)c2c1CCCC2,-0.4,-15,-1,-0.2,-8,32,101,7,101
Cc1nn(Cc2ccccc2)c(C)c1NS(=O)(=O)c1ccccc1,-0.4,-16,-3,0.0,17,31,91,-6,95
COc1ccc(-c2csc(C3=C(O)CN(CCCN4CCCC4=O)C3=N)n2)cc1OC,2.3,-3,-1,-0.5,-7,34,97,1,99
CC(C)COc1ccc(C(=O)Nc2ccc(SC(F)F)cc2)cc1,0.5,1,-5,0.9,24,-22,101,-2,101
CCOCCCNC(=O)c1cccc(OC2CCN(S(C)(=O)=O)CC2)c1,-0.1,-10,-5,0.8,13,44,112,8,104
CCC(=O)c1ccc(OCC(=O)N(C)CC(=O)Nc2cccc(F)c2)cc1,0.7,-20,-7,1.9,24,-5,89,-10,105
COc1ccc(NC(=O)COc2ccc(/C=N/NC(=O)c3cccnc3)cc2OC)cc1,0.3,-11,-5,0.0,25,-13,96,-3,97
COc1ccc(CC(=O)N(C)Cc2ccc(C(C)(C)C)cc2)cc1S(=O)(=O)N1CCOCC1,8.2,5,-2,9.4,4,15,111,10,108
O=C(CC1NCCNC1=O)Nc1cc(Cl)cc(Cl)c1 (configuration not stated),-0.8,-10,-2,0.4,32,12,108,2,104
Cc1nn(Cc2nnc(SCC(=O)Nc3ccc(Cl)cc3)n2C)c(C)c1[N+](=O)[O-],-2.2,-14,0,-0.8,·,3,97,-1,98
CCOC(=O)N1CCN(C(=O)c2c(-c3ccccc3)noc2C)CC1,-0.5,5,3,-0.2,·,0,105,2,105

# Compound activity (PubChem BioAssay)
